TAG inh: inhibitors of triacylglycerol accumulation, primary screen, cell-based, uHTS, fluorescence, H9c2; inhibition, % at 12.5 µM; actives 0.66% (n = 230,000); H9c2 cells, Nile Red lipid (TAG) fluorescence; cells loaded with 200 µM oleic acid;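 active = pattern-corrected inhibition of lipid staining of at least 50% with the nuclear-stain viability signal not falling by more than 50%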;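 also: 0% = DMSO wells and 100% = triacsin C control wells; some results filed as inactive read as strong as hits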
TAG inh DAPI viability: also measured in TAG inh; calls as there; DAPI nuclei signal change (viability), lower = more cytotoxic, %;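 whole-well DAPI fluorescence read on a plate reader as a viability signal; minus 50 percent equals half of cells still viable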
* hit, by the source's call. The list is partial, so the mix of outcomes need not match the whole.

SMILES | TAG inh | TAG inh DAPI viability
CCCn1c(N)c(N(CCOC)C(=O)c2cc(Cl)nc3ccccc23)c(=O)[nH]c1=O | -3 | 3
Cn1c(N)c(C(=O)COC(=O)/C=C/c2cccc(C(F)(F)F)c2)c(=O)n(C)c1=O | 4 | 0
CCOC(=O)c1ccc(NC(=O)c2cccc3c2C(=O)N(CC2CCCO2)C3)cc1 (configuration not stated) | 21 | 5
COC(=O)c1sccc1NC(=O)c1sccc1C | 11 | -6
O=C(NC(=S)N1CCCCC1)c1csc([N+](=O)[O-])c1 | 1 | 4
Cc1ccc(C(=O)Nc2sc3c(c2C#N)CCCCC3)cc1C | 10 | 16
CCCCSc1nc2c([nH]1)c(=O)n(C)c(=S)n2C | -4 | -4
CCN1CCN(S(=O)(=O)c2ccc(Oc3ccccc3OC)cc2)CC1 | -15 | 4
CCNS(=O)(=O)c1ccc(NC(=O)Nc2cccc(OC)c2)cc1 | 25 | 24
O=C(COC(=O)/C=C/c1ccc(Br)o1)Nc1cccc(S(=O)(=O)N2CCOCC2)c1 | 3 | 1
NS(=O)(=O)c1ccc(CCNC(=O)CCCn2c(SCC(=O)N3CCCC3)nc3ccsc3c2=O)cc1 | -8 | 23
O=C(Nc1ccccc1)C1=C[C@H](C2CCCCC2)C[C@H](OCc2ccc(CO)cc2)O1 | -63 | 5
c1ccc(SCc2nc3ccccc3[nH]2)nc1 | -3 | 0
COC(=O)CNC(=O)C1Cc2ccccc2CN1S(=O)(=O)c1cccs1 (configuration not stated) | 7 | -4
COc1ccccc1NC(=O)CC1S/C(=N/N=C2\CCCc3ccccc32)NC1=O (configuration not stated) | 14 | 10
CSc1ncccc1C(=O)Nc1ccc2c(c1)OCCO2 | -3 | 8
COC(=O)c1nn(-c2ccccc2)c(=O)cc1Oc1ccccc1 | -3 | 11
CCOc1ccc(-c2c(=O)n(OCc3ccccc3Br)c3ccccc3[n+]2[O-])c(OCC)c1 | -13 | 3
CCOc1cc(CNc2nn[nH]n2)ccc1OCC(=O)NC(C)(C)C | -7 | 7
CNC(=O)C1CC(=O)N(CCc2ccccc2)C(=Nc2ccc(OC)cc2)S1 (configuration not stated) | 16 | -6
COc1ccc(-c2[nH]n(-c3ccc([N+](=O)[O-])cc3)c(=O)c2C=NCc2ccncc2)cc1 | 10 | 0
O=C(CN(Cc1ccco1)C(=O)CNS(=O)(=O)c1ccc(Cl)cc1)NCC1CCCO1 (configuration not stated) | 1 | 3
Cc1ccc(NC(=O)CSc2nc(N)cc(=O)[nH]2)cc1S(=O)(=O)N1CCCCCC1 | -8 | 5
O=C(CNC(=O)c1ccco1)N/N=C/c1c[nH]c2ccccc12 | 12 | -14
O=C(Nc1cccc(-c2ccc(N3CCOCC3)nn2)c1)c1ccccc1 | 16 | 8

Four compounds from above, sorted by count of non-hydrogen atoms, lowest first:
SMILES | TAG inh | TAG inh DAPI viability
CSc1ncccc1C(=O)Nc1ccc2c(c1)OCCO2 | -3 | 8
O=C(Nc1cccc(-c2ccc(N3CCOCC3)nn2)c1)c1ccccc1 | 16 | 8
O=C(COC(=O)/C=C/c1ccc(Br)o1)Nc1cccc(S(=O)(=O)N2CCOCC2)c1 | 3 | 1
NS(=O)(=O)c1ccc(CCNC(=O)CCCn2c(SCC(=O)N3CCCC3)nc3ccsc3c2=O)cc1 | -8 | 23

Next part.
SMILES | TAG inh | TAG inh DAPI viability
Cc1ccc(/C=C/C(=O)O)cc1S(=O)(=O)Nc1ccc(C(=O)O)cc1 | 4 | -1
CCOC(=O)c1ccccc1NC(=O)COC(=O)c1ccc(OCC(=O)N2CCOCC2)c(OCC)c1 | 6 | -1
COC(=O)C1=C(C)N(CC2CC2)C(=O)N[C@H]1c1ccccc1 | -13 | 3
O=C(c1ccc(Cl)c(S(=O)(=O)N2CCCCC2)c1)N1CCN(c2ccccc2)CC1 | -41 | -1
O=C(NNS(=O)(=O)c1ccc(F)cc1)c1sccc1-n1cccc1 | 2 | -4
CCc1nc2c(OCc3ccccc3C)cccn2c1N(C)C(=O)c1ccco1 | 4 | 4
Cc1c(C(=O)N(C)Cc2ccc(F)cc2)sc(=O)n1Cc1ccccc1C#N | 2 | -4
COc1ccc(-c2[nH]c(-c3ccccc3)nc2SCC(=O)NCc2ccco2)cc1OC | 3 | 6
COc1ccc(S(=O)(=O)NCCCc2ccccc2)cc1 | 3 | -8
CCCCn1c(N)c(N(CC(C)C)C(=O)C2CC(=O)N(c3ccc4c(c3)OCCO4)C2)c(=O)[nH]c1=O (configuration not stated) | -11 | 9
COc1ccc(Nc2nnc(SCC(=O)NC(=O)Nc3ccc4c(c3)OCCO4)s2)cc1 | -9 | 7
CCOP(=O)(C1=C(O)C(=O)C(C(C)(C)C)=CC1=O)c1ccccc1 (configuration not stated) | 1 | -11
O=C(COc1cccnc1[N+](=O)[O-])NCCc1ccc(Cl)cc1 | 1 | 1
CCN(C(=O)CCc1nc(-c2ccc(OC)cc2)no1)c1cc(OC)ccc1OC | 9 | -6
CC(CC(=O)C1C(C)C=CCC1(C)C)NNC(N)=O (configuration not stated) | -14 | 18
COc1ccccc1N1C(=O)CC(Sc2ncccc2C(=O)O)C1=O (configuration not stated) | -8 | -4
CC(C)OC(=O)CSc1nc(N)c(C#N)c(-c2cccs2)c1C#N | -10 | -5
O=C(NNS(=O)(=O)c1cccc(Cl)c1Cl)c1cccc(S(=O)(=O)N2CCOCC2)c1 | 0 | -3
COC(=O)[C@]1(Cc2ccccc2)N[C@H](CN(C)C(=O)NC(C)C)[C@@H]2C(=O)N(C)C(=O)[C@@H]21 | 8 | -7
CCCCN(CCCC)S(=O)(=O)c1ccc(N2CCCC2=O)c([N+](=O)[O-])c1 | -3 | 11
CCC(C)(C)NC(=O)C(c1ccc(OC)cc1)N(Cc1ccco1)C(=O)CCC(=O)Nc1cc(C)on1 (configuration not stated) | 70* | -20*
CC1CCC2(CC1)NC(=O)N(CC(=O)Nc1ccc(C(N)=O)cc1)C2=O (configuration not stated) | -25 | 9
CCC/C=C/c1ccc(CN2C(CC(C)C)C(=O)N(Cc3cn(CC4CCCCC4)nn3)CCS2(=O)=O)cc1 (configuration not stated) | 20 | 6
CCOC(=O)N1CCN(C(=O)C2CCN(C(=O)c3cc4sccc4n3CC)CC2)CC1 | 11 | -12
COc1ccc2cc(OCC(=O)NNC(=O)Nc3ccc(C(C)=O)cc3)ccc2c1 | 17 | -2

Another view of some results above.
SMILES	TAG inh	TAG inh DAPI viability
CCN(C(=O)CCc1nc(-c2ccc(OC)cc2)no1)c1cc(OC)ccc1OC	9	-6
CC(CC(=O)C1C(C)C=CCC1(C)C)NNC(N)=O (configuration not stated)	-14	18
COc1ccccc1N1C(=O)CC(Sc2ncccc2C(=O)O)C1=O (configuration not stated)	-8	-4

One compound at a time, as listed above.
Cc1c(C(=O)N(C)Cc2ccc(F)cc2)sc(=O)n1Cc1ccccc1C#N in the list: TAG inh: 2; TAG inh DAPI viability: -4
CCC/C=C/c1ccc(CN2C(CC(C)C)C(=O)N(Cc3cn(CC4CCCCC4)nn3)CCS2(=O)=O)cc1 (configuration not stated) in the list: TAG inh: 20; TAG inh DAPI viability: 6

(next part)
SMILES | TAG inh | TAG inh DAPI viability
CC1CCN(C(=O)CSc2nc(N)c(NC(=O)c3ccccc3)c(=O)[nH]2)CC1 | -2 | 7
COC(=O)C1CC(c2c(OC)cc(OC)cc2OC)=NO1 (configuration not stated) | -39 | 7
Cc1cc[n+](CC[n+]2ccc(C)cc2)cc1 | -2 | 1
CC1(C)C(=O)Nc2ccccc2N1C(=O)COC(=O)c1cc([N+](=O)[O-])ccc1N | 1 | -7
CCCCNc1c(-c2cccc(Sc3ccc(OC)cc3)c2)nc2ccccn12 | -1 | 8
O=C(NNC(=O)c1ccccc1O)c1ccc(Cl)c(S(=O)(=O)N2CCc3ccccc32)c1 | -26 | 0
O=c1ccc(S(=O)(=O)N2CCCC2)cn1Cc1nc(-c2ccccc2)no1 | 2 | 4
C[C@@H]([C@@H](O)c1ccccc1)N(C)C(=O)C(N)Cc1ccccc1 (some centres not stated) | 3 | -6
CC(=O)N1CCN(Cc2nc3cc(NC(=O)c4ccccc4Cl)ccc3n2C)CC1 | 9 | -4
O=C(CCNC(=O)c1ccc([N+](=O)[O-])cc1)Nc1cc(Cl)ccc1N1CCOCC1 | -4 | 9
CCNC(=S)N1CCN(S(=O)(=O)c2ccc(Cl)s2)CC1 | -13 | 4
C=CCn1c(CNS(=O)(=O)c2ccc(Cl)cc2)n[nH]c1=S | -2 | 2
CC1(c2ccc(Cl)cc2)NC(=O)N(CC(=O)N2CCc3ccccc32)C1=O (configuration not stated) | 2 | -2
COc1ccc(N2Cc3cccc(C(=O)O)c3C2=O)cc1 | 3 | -3
OCC1CCCN(C(=S)NCCc2ccccc2)C1 (configuration not stated) | 10 | 3
COc1ccc(-c2coc3cc(O[C@@H]4O[C@H](CO)[C@@H](O)[C@H](O)[C@H]4O)ccc3c2=O)cc1 | -22 | -2
Cc1ccc(OCC(=O)N2CCc3ccccc3C2)c(C)c1 | 2 | -7
CCN(CC(=O)NCc1cccs1)C(=O)c1cc(=O)[nH]c2ccccc12 | -15 | -7
O=C(NCCCN1CCOCC1)c1cccc(S(=O)(=O)NCc2ccccc2)c1 | -23 | 4
Cc1ccc(OCc2nc(-c3ccccc3)no2)c(C)c1 | -20 | 2
N/N=C(\c1ccccc1)c1cc(Cl)ccc1N | 4 | -11
COc1ccc(Nc2oc(COc3ccccc3F)nc2C#N)cc1 | 9 | -12
COc1ccccc1CC(NC(C)=O)C(=O)NC1CCN(C(=O)c2ccc([N+](=O)[O-])cc2)CC1 (configuration not stated) | 10 | 6
CCC1OC23CCCCC2C(C#N)(C(=N)O3)C1(C#N)C#N (configuration not stated) | -4 | 15
O=C(CCc1ccccc1)N1CCN(c2ccc(F)cc2)CC1 | 11 | -10

4 neighbouring records already listed, quoted:
SMILES | TAG inh | TAG inh DAPI viability
Cc1ccc(OCC(=O)N2CCc3ccccc3C2)c(C)c1 | 2 | -7
CCN(CC(=O)NCc1cccs1)C(=O)c1cc(=O)[nH]c2ccccc12 | -15 | -7
O=C(NCCCN1CCOCC1)c1cccc(S(=O)(=O)NCc2ccccc2)c1 | -23 | 4
Cc1ccc(OCc2nc(-c3ccccc3)no2)c(C)c1 | -20 | 2

(list continues)
SMILES | TAG inh | TAG inh DAPI viability
COc1ccc(/C=N/NC(=O)c2cccc(Br)c2)cc1Cn1cc(Cl)cn1 | 5 | -21
O=C(NC(=S)NCc1ccc(Cl)cc1Cl)c1ccco1 | -18 | -4
O=C(CN(C1CC1)S(=O)(=O)c1ccc(S(=O)(=O)NC2CCCCC2)cc1)Nc1ccccc1 | 33 | -6
O=C(NCSc1ccnc(SCNC(=O)c2ccc(F)cc2)n1)c1ccc(F)cc1 | 10 | -9
COc1ccccc1N1C(=O)S/C(=C\c2cc(C)n(C)c2C)C1=O | 1 | -5
COC(=O)c1c(C)oc(C)c1S(=O)(=O)N1CCCC1 | -9 | 6
O=C(CCNC(=O)c1ccccc1Cl)NCc1cccnc1 | 4 | 5
CCCCn1c(N)c(N(CC(C)C)C(=O)C2CCN(S(=O)(=O)c3ccc(C)cc3)CC2)c(=O)[nH]c1=O | -2 | -4
C=CCn1c(Cc2ccccc2)n[nH]c1=S | 2 | 14
CN(C(=O)c1cccc(NC(=O)Cc2ccc(NC(=O)C3CCN(C(=O)c4ccccc4)CC3)cc2)c1)C1CC1 | -6 | 2
O=C(Nc1ccc2nc3ccccc3nc2c1)c1ccc(Br)cc1 | 0 | 18
NC(=O)c1ncn([C@@H]2O[C@H](CO)[C@@H](O)[C@H]2O)c1O | -21 | 5
Cc1ccc(C(=O)NC(=S)Nc2ccc(CN3CCCCC3)cc2)c(C)c1 | 3 | 7
O=C(O)c1cccc(N/N=C/c2ccc(F)c(F)c2)c1 | 15 | -13
Cc1ccc(CN2CCC(N3CCC(C(=O)NCC4CCCO4)CC3)CC2)o1 (configuration not stated) | -1 | -12
CCOC(=O)CCSCC(=O)Nc1cc(C)on1 | 0 | 13
CC(=O)N1CC2(c3ccccc3)CN(C(C)=O)CC(c3ccccc3)(C1)C2=O | 1 | -2
COc1ccc(OC)c(N(CC(=O)NCc2cccnc2)S(C)(=O)=O)c1 | 8 | -10
COc1ccc(C(CNC(=O)c2sccc2C)N2CCOCC2)cc1 (configuration not stated) | 8 | 6
COC(=O)c1c(S(=O)(=O)NCc2ccccc2)sc(C(=O)O)c1C | -23 | 6
Cc1ccc(S(=O)(=O)N2C[C@@H](C)[C@]3(C2)[C@H](O)[C@H](OC(=O)NC2CCCC2)C[C@H]2C(=O)N(c4ccccc4)C(=O)[C@H]23)cc1 | -6 | 0
Cc1ccc(CN2Cc3cccc4c3[C@@H](CC2=O)[C@H](O)[C@H](O)C4)cc1 | 22 | 1
O=C(c1ccc(-c2ccccc2)cc1)N1CCN(c2ccccc2)CC1 | 2 | 2
Cc1noc(C)c1S(=O)(=O)N(CC(=O)O)c1ccc2c(c1)OCO2 | 4 | 14
COc1ccc(-c2nc(S(=O)(=O)c3ccccc3)c(N3CCCC3)o2)cc1 | -6 | -5

The list goes on.
SMILES | TAG inh | TAG inh DAPI viability
O=C1CN(S(=O)(=O)c2ccc(Cl)cc2C(F)(F)F)CCN1 | -9 | 8
CCOC(=O)c1c(NC(=S)N2CCCCC2)sc2c1CCN(C(=O)OCC)C2 | 36 | -26
CC1CCCC(NC(=O)CCCCCn2c(=S)[nH]c3ccsc3c2=O)C1C (configuration not stated) | 18 | -3
CC(c1ccccc1)n1c(-c2ccc(Cl)cc2)n[nH]c1=S (configuration not stated) | 8 | 2
O=C(CCSCCC(=O)NCCN1CCOCC1)NCCN1CCOCC1 | -5 | 1
CC(=O)C1=NN(c2ccccc2)C(c2ccc3c(c2)OCO3)N1c1ccccc1 (configuration not stated) | -5 | 34
NC(=O)COC(=O)c1c2c(nc3ccccc13)CCCC2 | 1 | 4
COC(=O)Cc1ccc(OC2(C)CCN(Cc3ccccc3OC(F)F)C2)cc1 (configuration not stated) | -12 | 0
Cc1ccc(C(=O)NNC(=O)Cc2csc(-c3csc(C)n3)n2)cc1 | 2 | 0

From PubChem BioAssay
